# Assay outcomes: PubChem, National Center for Advancing Translational Sciences (NCATS)
# a7 integrin act – integrin-mediated muscular dystrophy alleviation activation; alpha7betagal myoblasts, beta-gal FDG fluorescence, 48 h; 0.064% of 350,000 active; AID 624291; Potency, µM (highest dose often 38.3 µM), for inactives: at the top dose activation, hits mostly activators;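 note: potency is the fitted concentration of half-maximal effect; 100% = response of the positive control SU9516; nearly all actives have a fitted effect of over 60% in size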
#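 alpha7betagal+/- myoblasts (passage 13, 250/well) treated 48 h at 37C with compounds at 1:260 dilution of DMSO stock. Lysed, then beta-galactosidase activity read as FDG fluorescence (ex 480/em 540) after 30 min, with pre-read for autofluorescence.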
# Eya2 inh – inhibitors of human Eya2 phosphatase activity; O00167; recombinant Eya2, OMFP fluorescence dephosphorylation (OMFP is methylfluorescein phosphate); Potency, µM (doses to about 76.9 µM), without a hit: top-dose activity, negative = inhibition, usual class: inhibitors; 0.006% of 330,000 active; AID 488837; note: potency is the fitted concentration of half-maximal effect; % is set by controls: 0 for no effect and ±100 for the full control effect
#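 Eya2 protein (added as 0.2 uM solution) was preincubated with compound for 10 min at ambient temperature in 50 mM HEPES pH 7.5, 50 mM NaCl, 5 uM MgCl2, 0.05% BSA, 1 mM DTT. OMFP (added at 50 uM) then reacted 10 min; fluorescence read at 485/525 nm.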
# TSG101-PTAP inh – blocks PTAP/TSG101 interaction to inhibit HIV-1 budding | Q99816 | Fluorescence polarization, FITC-PTAP peptide / Tsg101 binding | 340,000 tested, under 10 active | Potency, µM (top dose mostly 115 µM), without a hit: at the highest dose activity change, negative = inhibition, usual class: inhibitors; active = well fitted inhibition curve with a large enough effect in the main read-out, with a control signal flat, not every such curve was filed as active; inconclusive = small, poorly fitted or top-dose-only effect, or effect the other way, or a change in a side signal; inactive = no such curve, though single readings can be large or run the other way; note: potency is the fitted concentration of half-maximal effect; % of control where 0% means no effect
# Target sequence (Q99816 whole entry, looked up): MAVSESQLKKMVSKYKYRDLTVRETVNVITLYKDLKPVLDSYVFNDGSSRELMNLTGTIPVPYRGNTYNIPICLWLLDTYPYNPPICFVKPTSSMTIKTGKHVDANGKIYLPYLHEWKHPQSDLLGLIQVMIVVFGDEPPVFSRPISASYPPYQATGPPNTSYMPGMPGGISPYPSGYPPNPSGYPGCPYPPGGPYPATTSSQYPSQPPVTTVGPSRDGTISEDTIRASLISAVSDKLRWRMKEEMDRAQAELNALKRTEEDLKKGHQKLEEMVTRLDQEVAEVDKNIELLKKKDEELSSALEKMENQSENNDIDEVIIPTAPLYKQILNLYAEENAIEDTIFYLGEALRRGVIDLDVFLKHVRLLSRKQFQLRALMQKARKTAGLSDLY
#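 Steps: Tsg101 binding domain dispensed (10 uM final), compounds pinned in DMSO, FITC-labeled PTAP-motif peptide added (50 nM final); after 20 min binding at room temperature, polarization measured.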
# B2AR arrestin – beta2AR (human) beta-arrestin recruitment activity | P07550 | beta-arrestin recruitment to beta2AR, cell-based reporter | Potency, µM (titrated, usually from 46.1 µM), for inactives: top-dose activation, usual class: activators | 0.02% of 330,000 active;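 note: potency is the fitted concentration of half-maximal effect; 0% = DMSO controls and full agonism = EC100 isoproterenol or metaproterenol; nearly all actives have a fitted effect of over 65% in size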
# Target sequence (P07550 whole entry, looked up): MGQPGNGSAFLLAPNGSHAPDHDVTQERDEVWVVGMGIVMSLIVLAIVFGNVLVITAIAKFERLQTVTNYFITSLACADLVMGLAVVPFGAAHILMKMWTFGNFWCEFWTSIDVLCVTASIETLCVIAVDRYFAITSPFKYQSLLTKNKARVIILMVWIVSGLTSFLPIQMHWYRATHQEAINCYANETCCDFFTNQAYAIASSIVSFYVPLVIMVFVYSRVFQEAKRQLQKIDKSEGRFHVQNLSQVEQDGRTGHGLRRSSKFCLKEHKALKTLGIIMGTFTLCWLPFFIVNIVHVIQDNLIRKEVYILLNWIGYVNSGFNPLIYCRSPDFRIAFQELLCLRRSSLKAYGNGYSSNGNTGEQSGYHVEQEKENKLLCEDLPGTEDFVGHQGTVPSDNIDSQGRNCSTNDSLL
# ELG1 genotoxic – genotoxicity induction in ELG1-luciferase HEK293T cells | 1.3% of 330,000 active | Potency, µM (doses to about 46 µM), for the others: at the top dose activity change, positive = activation, usual class: activators | HEK293T ELG1-luciferase reporter, luminescence, 16 h; note: potency is the fitted concentration of half-maximal effect; % of control where 0% means no effect; nearly all actives have a fitted effect of over 60% in size
#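 Step 1: seed 2,000 HEK293T ELG1-luciferase cells per well. Step 2: add compound or DMSO, incubate 16 hr at 37 °C. Step 3: ONE-Glo, 30 min at room temperature, read luminescence.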
# USP2a block – USP2a (human) protease inhibition; USP2 core, Ub-CHOP2 coupled fluorogenic reporter, 485/531; Potency, µM (doses to about 38.3 µM), for inactives: at the top dose activity change, negative = inhibition, most hits filed as inhibitors; 0.01% of 330,000 active;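 note: potency is the fitted concentration of half-maximal effect; plate controls were DMSO wells for no effect and full inhibition by NEM control for full effect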
#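 Deubiquitinase activity read as fluorescence (485/531 nm) after Ub-CHOP2 cleavage activates the enterokinase reporter on its substrate; USP2 core 10nM, Ub-CHOP2 and substrate 25nM each, 30min compound preincubation then 60min RT; data normalized to NEM, curves fitted.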
# TRPV1 ag – activates the human vanilloid receptor TRPV1; Q8NER1; 0.19% of 320,000 active; activation, % at 8.33 µM; TRPV1-expressing cells, Fluo-8 calcium influx, agonist mode; in the data active = activation above about 80%; inconclusive = between about 30% and that limit; note: 0% is about no effect
#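 TRPV1-expressing cells were cultured overnight at 35.5C and loaded with Fluo-8 calcium dye for 40 to 90 min at room temperature. After a 10 s baseline, compound was added and calcium influx was read kinetically for 3 min (ex 480/em 520 nm).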
# uPA surface inh – cell surface uPA generation inhibition; cell surface uPA generation assay, qHTS; Potency, µM (doses to about 38.3 µM), without a hit: top-dose activity change, negative = inhibition, most hits filed as inhibitors; AID 540303; 0.31% of 330,000 active; active = well fitted inhibition curve with a large enough effect; inconclusive = small, poorly fitted or top-dose-only effect; inactive = no such curve, though single readings can be large or run the other way; tested in mouse RAW 264.7 cells; note: potency is the fitted concentration of half-maximal effect; % is set by controls: 0 for no effect and ±100 for the full control effect; nearly all actives have a fitted effect of over 55% in size
# BRCA1 expr act – activators of BRCA1 expression; MCF7-BRCA1-FFLuc reporter, luminescence, 48 h; response scale: scaled: vehicle 0%, 10 µM genistein 100%; 1.1% of 380,000 active; AID 624202; Potency, µM (titrated, usually from 46.1 µM), inactives show at the highest dose activation, actives largely listed as activators; note: potency is the fitted concentration of half-maximal effect; nearly all actives have a fitted effect of over 80% in size; some results filed as inactive show a strong effect at the top dose
#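 Luminescence from a BRCA1-driven firefly luciferase in MCF7 cells was read after 48 h compound exposure at 37 C. Data normalized against DMSO and a 10microM genistein activation control, then curve-fitted across the titration.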
# S-ASM inh – blocks human secretory acid sphingomyelinase. P17405. placental ASM, HMU-PC fluorogenic substrate, 60 min. Potency, µM (top dose mostly 57.5 µM), for inactives: at the top dose activity change, negative = inhibition, usual class: inhibitors. 0.006% of 340,000 active; note: potency is the fitted concentration of half-maximal effect
#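 Fluorescence read-out (Ex 386 nm, Em 447 nm) after stopping the reaction at pH 10. Enzyme: ASM from human placenta; substrate HMU-PC0, 9 uM final; 60 min, 37 °C. Compound preincubation 10 min, ambient temperature.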
# p53 reactivation – re-activators of mutant p53; H1299 p53-A138V BP100-luciferase reporter, luminescence, 24 h; Potency, µM (titrated, usually from 92.2 µM), without a hit: at the highest dose activity change, positive = activation, most hits filed as activators; 0.063% of 320,000 active; note: potency is the fitted concentration of half-maximal effect; % of control where 0% means no effect; nearly all actives have a fitted effect of over 45% in size
#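 H1299 (p53-null), stable ts p53-A138V + BP100-Luc; 1000 cells/well, Opti-MEM/10% FBS; cpd 4 pt, 1:5; 24 h, 37 deg C, 5% CO2; detection reagent 10 min RT; luminescence.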
# * marks the source's active call; other numbers are inactive results; ? = inconclusive; . = not tested or not shown; [ ] = remark or other dose. Unless noted, calls come from the whole dose curve; as a rule, active = well fitted curve in the direction sought with a large enough effect; inconclusive = small, poorly fitted or top-dose-only effect, or another doubt; inactive = no such curve, though single readings can be large; an effect the other way counts as inactive or inconclusive.
nr | smiles | a7 integrin act | Eya2 inh | TSG101-PTAP inh | B2AR arrestin | ELG1 genotoxic | USP2a block | TRPV1 ag | uPA surface inh | BRCA1 expr act | S-ASM inh | p53 reactivation
1 | CCC(CC)c1nnc(NC(=O)c2ccc([N+](=O)[O-])cc2)s1 | 20% | -10% | 1% | -0.7% | -1% | 4% | 4 | 6% | -1% | 0% | 8%
2 | COc1ccc(S(=O)(=O)N2CCCC2C(=O)NCc2cccs2)cc1 (centres undefined) | -21% | -5% | -3% | -0.2% | -5% | ? | -6 | 1% | -25% | 4% | 3%
3 | COC(=O)C1=C(N)Oc2cc(C)n(CC3CCCO3)c(=O)c2C1c1ccccc1 (centres undefined) | 5% | 3% | 1% | 0.3% | -1% | 2% | 4 | 3% | -2% | 0% | -4%
4 | COc1ccc(S(=O)(=O)N2CCCCCC2)cc1C(=O)OCC(=O)NC(C)(C)C | -24% | -4% | -2% | 0.3% | -8% | 2% | -2 | -3% | -24% | 0% | -2%
5 | Cc1cccc(N(CC(=O)N/N=C/c2ccc(C(=O)O)cc2)S(=O)(=O)c2ccccc2)c1C | 24% | . | -2% | . | . | . | . | 1% | 13% | 3% | .
6 | CC(C)Oc1ccc(S(=O)(=O)N2CCOCC2)cc1NC(=O)CN1C(=O)c2ccccc2C1=O | 10% | . | -2% | . | . | . | . | -1% | 2% | 3% | .
7 | O=S(=O)(c1ccc(C(F)(F)F)cc1)N1CCCN(c2ccc(C(F)(F)F)cn2)CC1 | 7% | 16% | -1% | -0.5% | -4% | -1% | ? | 1% | -5% | -1% | 1%
8 | O=C(Nc1ccccc1N1CCCCC1)c1ccco1 | -15% | -9% | -3% | -0.5% | -2% | -1% | 8 | -9% | -25% | -3% | 9%
9 | COc1cccc(NC(=O)N2CCCc3ccccc32)c1 | 0% | -4% | -3% | -0.1% | 2% | -1% | -3 | ? | 7% | -1% | -1%
10 | CCn1cc(SCC(=O)NCC2CCCO2)c2ccccc21 (centres undefined) | -6% | -9% | 0% | 0.5% | 0% | 0% | -2 | -1% | 55% | 10% | -2%
11 | C/C(Cn1nnc2ccccc21)=N/OC(=O)c1c(F)cccc1F | -39% | -8% | -3% | -0.1% | 12% | 1% | 3 | -2% | 9% | -1% | 1%
12 | O=C(Nc1ccc(C(F)(F)F)cc1Cl)c1ccc(Cn2cc(Br)cn2)o1 | 21% | . | -3% | . | . | . | 18 | -4% | 0% | -7% | .
13 | Cc1noc(C)c1NC(=O)Nc1cccc2c1O[C@H](CN(C)C(=O)NC(C)C)[C@@H](C)CN([C@H](C)CO)C2=O | 21% | -29% | -4% | -0.9% | 1% | 4% | . | 4% | 4% | 2% | 2%
14 | C[C@@]12CCC3[C@@](CCC4[C@@]3(C)CCC[C@@]4(C)C(=O)NC3CCCCC3)(CC1=O)C2 (some centres undefined) | 4% | -14% | -4% | -0.6% | -4% | -2% | 27 | -14% | -8% | 5% | -3%
15 | CC(C)(C)NC(=O)C1CC(=O)N(CCc2ccc(F)cc2)C1 (centres undefined) | 11% | 3% | -1% | -0.4% | -7% | 0% | 2 | 0% | -14% | 2% | 13%
16 | Cc1ccc(-c2noc(CNC(=O)c3ccoc3C)n2)cc1 | 9% | 5% | -4% | -0.5% | -1% | 2% | 20 | -1% | -4% | -1% | 1%
17 | CCOc1ccc(NC(=O)CC2C(=O)N(c3ccccc3)C(=O)N2Cc2ccccn2)cc1 (centres undefined) | 18% | -11% | -6% | -0.2% | 2% | 5% | 2 | . | 4% | 6% | -3%
18 | Cc1occc1-c1nnc(SCC(=O)NC2CCC(C)CC2)o1 (centres undefined) | ? | 8% | 0% | -0.5% | 2% | 2% | 1 | -22% | -15% | 3% | 0%
19 | CC(C)CCNC(=O)CCc1nnc(Cc2c[nH]c3ccccc23)o1 | 15% | -16% | -1% | -0.1% | 5% | 2% | -2 | 14% | -3% | 0% | 0%
20 | CC(=O)COc1ccc2cc(-c3ccccc3)c(=O)oc2c1 | -5% | -10% | -1% | 4.0% | ? | 0% | 9 | -5% | ? | . | 13%
21 | N#Cc1c(SCC(=O)Nc2ccccc2)nsc1SCC(=O)Nc1ccccc1 | -21% | -3% | 3% | -0.6% | 10% | 5% | 5 | -3% | -40% | -1% | -19%
22 | COc1ccc(N2CC(C(=O)Nc3nc4ccc(F)cc4s3)CC2=O)c(OC)c1 (centres undefined) | -1% | 1% | -1% | -1.0% | -16% | 2% | 4 | 14% | -12% | -2% | -3%
23 | CCSc1nc(O)c(C(c2cccc(OC)c2)c2c(O)nc(SCC)[nH]c2=O)c(=O)[nH]1 | 0% | -6% | -2% | -0.5% | -3% | -1% | 5 | 2% | 18% | 5% | .
24 | COc1ccc(CNC(=O)CN2C(=O)COc3ccc(S(=O)(=O)N4CCCCC4)cc32)cc1 | 10% | 1% | -3% | -1.4% | 0%[9.26 µM] | 0% | 3 | 5% | 10% | 4% | 0%
25 | CC(=O)Nc1ccc(S(=O)(=O)N2CCC(NC(=O)C(Cc3ccc(C)cc3)NC(C)=O)CC2)cc1 (centres undefined) | 6% | 4% | 0% | 0.5% | -2% | 2% | 0 | 1% | 2% | -5% | 7%
26 | COc1ccc(S(=O)(=O)N2CCCOC2CNC(=O)C(=O)NCCCn2ccnc2)cc1OC (centres undefined) | 2% | 1% | 1% | 0.0% | 2% | 1% | 1 | -1% | -4% | 6% | 23%
27 | CC(=O)Nc1ccc(C(=O)Cn2c3[n+](c4c(F)c(F)ccc42)CCCCC3)cc1 | 15% | -11% | -2% | -0.1% | 0% | 0% | 0 | -2% | 14% | -4% | -5%
28 | O=C(O)c1ccc(CSc2nc(-c3ccccc3)cc(C(F)(F)F)n2)cc1 | 3% | 3% | -8% | -0.8% | 1% | 1% | 4 | 3% | -6% | -1% | -4%
29 | Nc1c2c3c(sc2nc(=O)n1N)CCCC3 | 8% | -17% | -1% | 5.2% | 0% | -1% | 0 | -4% | -12% | 11% | -3%
30 | COc1ccc(CN(C(=O)c2nsc(Cl)c2Cl)C(C(=O)NC2CCCC2)c2ccc(OC)cc2)cc1 (centres undefined) | 22% | -7% | -3% | -0.8% | -3% | -1% | -3 | -21% | 1% | 2% | 1%
31 | O=C(COC(=O)C1CC2CCCC(C1)C2=O)Nc1ccccc1 (centres undefined) | 23% | 14% | -3% | 0.0% | -1% | 2% | -3 | 0% | -4% | 4% | 4%
32 | COc1ccc(C(=O)N/N=C/c2ccc(OC(=O)c3ccccc3)cc2)cc1 | -15% | 4% | 1% | -0.7% | ? | 5% | -3 | 5% | 2% | -1% | 0%

# Of the compounds above, these contain a furan ring, fused or not:
nr | smiles | a7 integrin act | Eya2 inh | TSG101-PTAP inh | B2AR arrestin | ELG1 genotoxic | USP2a block | TRPV1 ag | uPA surface inh | BRCA1 expr act | S-ASM inh | p53 reactivation
8 | O=C(Nc1ccccc1N1CCCCC1)c1ccco1 | -15% | -9% | -3% | -0.5% | -2% | -1% | 8 | -9% | -25% | -3% | 9%
12 | O=C(Nc1ccc(C(F)(F)F)cc1Cl)c1ccc(Cn2cc(Br)cn2)o1 | 21% | . | -3% | . | . | . | 18 | -4% | 0% | -7% | .
16 | Cc1ccc(-c2noc(CNC(=O)c3ccoc3C)n2)cc1 | 9% | 5% | -4% | -0.5% | -1% | 2% | 20 | -1% | -4% | -1% | 1%
18 | Cc1occc1-c1nnc(SCC(=O)NC2CCC(C)CC2)o1 (centres undefined) | ? | 8% | 0% | -0.5% | 2% | 2% | 1 | -22% | -15% | 3% | 0%
